Screens: PubChem BioAssay, National Center for Advancing Translational Sciences (NCATS)
JMJD2A Tudor – JMJD2A Tudor domain (human) inhibition; Potency, µM (highest dose often 114 µM), for the others: at the highest dose activity change, negative = inhibition, usual class: inhibitors; O75164; actives 4.4% (n = 390,000); AlphaScreen JMJD2A-Tudor / H3K4me3 peptide binding; also: potency is read from the fitted curve at half-maximal effect; % is scaled to controls: 0 for no effect and ±100 for the full control effect; nearly all actives have a fitted effect of over 50% in size
Target sequence (O75164 whole entry, looked up, the tested form may be a part): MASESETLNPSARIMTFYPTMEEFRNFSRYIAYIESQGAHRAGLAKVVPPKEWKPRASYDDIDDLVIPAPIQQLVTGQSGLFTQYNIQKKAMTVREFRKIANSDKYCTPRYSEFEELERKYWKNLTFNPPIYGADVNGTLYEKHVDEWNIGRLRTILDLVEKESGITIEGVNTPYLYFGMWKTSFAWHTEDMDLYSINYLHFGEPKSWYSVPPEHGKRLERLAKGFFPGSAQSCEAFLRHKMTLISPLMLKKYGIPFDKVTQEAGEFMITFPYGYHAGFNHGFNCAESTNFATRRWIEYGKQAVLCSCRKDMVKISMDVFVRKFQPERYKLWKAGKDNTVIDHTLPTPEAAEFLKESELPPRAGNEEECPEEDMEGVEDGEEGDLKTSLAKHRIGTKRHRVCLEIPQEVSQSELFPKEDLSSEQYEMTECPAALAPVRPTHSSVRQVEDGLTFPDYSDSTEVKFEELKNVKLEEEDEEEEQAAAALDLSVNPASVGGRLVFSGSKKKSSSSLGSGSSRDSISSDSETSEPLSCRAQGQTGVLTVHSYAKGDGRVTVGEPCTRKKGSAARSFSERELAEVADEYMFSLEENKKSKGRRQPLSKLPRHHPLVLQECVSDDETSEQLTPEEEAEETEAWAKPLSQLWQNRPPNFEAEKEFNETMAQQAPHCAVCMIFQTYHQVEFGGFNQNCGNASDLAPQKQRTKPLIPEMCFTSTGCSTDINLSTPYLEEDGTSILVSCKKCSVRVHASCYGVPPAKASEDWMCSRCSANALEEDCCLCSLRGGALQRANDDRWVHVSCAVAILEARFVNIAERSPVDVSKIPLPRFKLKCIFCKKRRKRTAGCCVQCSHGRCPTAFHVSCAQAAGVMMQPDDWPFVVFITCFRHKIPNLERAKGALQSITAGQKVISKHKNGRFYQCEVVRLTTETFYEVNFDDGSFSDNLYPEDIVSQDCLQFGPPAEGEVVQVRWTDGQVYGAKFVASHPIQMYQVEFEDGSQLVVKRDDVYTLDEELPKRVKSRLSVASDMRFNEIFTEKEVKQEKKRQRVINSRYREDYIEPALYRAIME
GLS inhibitor – blocks human kidney-isoform glutaminase activity; actives 0.21% (n = 410,000); Potency, µM (highest dose often 45.5 µM), for inactives: at the highest dose activity change, negative = inhibition, usual class: inhibitors; AID 624170; O94925; GLS enzymatic activity, qHTS titration; also: potency is read from the fitted curve at half-maximal effect; % is scaled to controls: 0 for no effect and ±100 for the full control effect
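Read-out is an Amplex red fluorescence increase coupled through glutamate oxidase and HRP, measured before and after 30 min room-temperature incubation. hKGA is in 45 mM KH2PO4 (pH 8.2) with 0.02% Tween-20; glutamine added as 1mM solution.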
ALOX12 inh – ALOX12 (human) lipoxygenase inhibition; P18054; purified 12hLO, xylenol orange hydroperoxide absorbance; Potency, µM (doses to about 108 µM), for inactives: top-dose activity change, negative = inhibition, actives largely listed as inhibitors; actives 1.1% (n = 580,000); AID 1671190; also: potency is read from the fitted curve at half-maximal effect; % is scaled to controls: 0 for no effect and ±100 for the full control effect
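Purified human 12hLO (150 nM final) in 25 mM Hepes, 0.01% Triton X-100, pH 7.0 was preincubated 15 min at room temperature with compound. Then 40 uM arachidonic acid was added, 30 min. Hydroperoxide was read by Fe-XO absorbance ratio 573/405 nm.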
ERG Ets-DNA blk – ERG Ets/DNA interaction inhibition; fluorescence polarization, His-ERG Ets domain / labelled DNA; actives 0.028% (n = 370,000); Potency, µM (top dose mostly 76.9 µM), without a hit: at the highest dose FP activity, negative = inhibition, hits mostly inhibitors; active = well fitted inhibition curve with a large enough effect in the polarisation, with a control signal flat; inconclusive = small, poorly fitted or top-dose-only effect, or effect the other way, or a change in a side signal; inactive = no such curve, though single readings can be large or run the other way; the % refers to the polarisation;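 also: polarization taken with two DNA probes labelled with fluorescein and Texas red; potency is read from the fitted curve at half-maximal effect; % of control where 0% means no effect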
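His-tagged ERG Ets domain (1 uM in the protein solution; 300mM KCl, 50mM Tris-HCl, 1mM EDTA, 1mM DTT, pH 7.5) received compound, then a probe mix of 5 nM fluorescein-DNA and 100nM Texas-615-DNA. Fluorescence polarization was read for both dyes.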
BAZ2B block – inhibitors of human BAZ2B bromodomain | actives 4.4% (n = 360,000) | Q9UIF8 | Potency, µM (titrated, usually from 114 µM), for the others: at the highest dose activity change, negative = inhibition, actives largely listed as inhibitors | AlphaScreen BAZ2B-H3K14Ac peptide displacement; also: potency is read from the fitted curve at half-maximal effect; % is scaled to controls: 0 for no effect and ±100 for the full control effect; nearly all actives have a fitted effect of over 60% in size
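AlphaScreen displacement of biotin-H3(5-23)K14Ac peptide (50 nM final) from BAZ2B (50 nM final) in PBS pH 7.4, 0.01% Tween-20; complex preformed 30 min RT, then compounds (top 110 uM) 30 min RT, beads 20 min dark.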
PI4K2A block – PI4K2A (human) kinase inhibition | purified PI4K2A, ADP-Glo luminescence, 1 h; active compounds read low | activity change, negative = inhibition, % at 76.9 µM | actives 0.13% (n = 420,000); in the data active = activity change below about -50%; inconclusive = mostly about -30% to -49%;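 also: -100% = wells without enzyme as full effect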
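PI4K2A activity was measured by ADP-Glo luminescence: enzyme (4 ug/mL stock) and phosphatidylinositol (1.2 mM stock) in Tris pH 7.5/MgCl2/EGTA/Triton X-100 buffer were reacted with ATP (300 microM stock) for one hour at ambient temperature.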
HP1b chromo inh – blocks HP1-beta chromodomain binding to methylated histone tails | AlphaScreen HP1-beta / biotin-H3K9me3 peptide binding | actives 0.56% (n = 390,000) | P83916 | Potency, µM (top dose mostly 114 µM), for inactives: top-dose activity change, negative = inhibition, hits mostly inhibitors | AID 540317; also: potency is read from the fitted curve at half-maximal effect; nearly all actives have a fitted effect of over 70% in size; inactives centre near 23
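Compound inhibition of the preformed complex between 50 nM HP1-beta and 50 nM biotinylated H3K9me3 peptide was read by AlphaScreen. Buffer was PBS pH 7.4 with 0.01% Tween-20. Incubations ran 30 min at room temperature, with 10 ug/mL donor/acceptor beads.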
RGS4 inhibitor – inhibitors of human regulator of G protein signaling 4 | P49798 | Transcreener GDP fluorescence polarization, RGS4-accelerated GTP hydrolysis | Potency, µM (series often up to 114 µM), without a hit: at the highest dose activity change, negative = inhibition, most hits filed as inhibitors | actives 0.039% (n = 390,000) | AID 504845; also: potency is read from the fitted curve at half-maximal effect; % is scaled to controls: 0 for no effect and ±100 for the full control effect; nearly all actives have a fitted effect of over 75% in size; some results filed as inactive show a strong effect at the top dose
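MLSMR compounds (23 nl, pin-transferred) preincubated 10 min at room temperature with a 500nM (2x) first reagent, then RGS4 at 900nM (2x) plus Transcreener GDP mix added; fluorescence polarization (620/688 nm) read before and after 90 min at 30 °C.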
G9a block – inhibitors of human histone lysine methyltransferase G9a. AID 504332. G9a H3K9 monomethylation, AlphaScreen, 2 h. Q96KQ7. actives 8.8% (n = 350,000). Potency, µM (series often up to 102 µM), for the others: top-dose activity, negative = inhibition, usual class: inhibitors; also: potency is read from the fitted curve at half-maximal effect; % is scaled to controls: 0 for no effect and ±100 for the full control effect; nearly all actives have a fitted effect of over 75% in size
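Signal arises when biotinylated H3K9 peptide, once monomethylated, bridges streptavidin donor and antibody-captured acceptor beads. Enzyme at 20 nM was preincubated 15 min with test compounds; peptide 500 nM and SAM 20 uM then reacted for 2 h.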
The depositor's hits bear a star; ? = inconclusive; · = no result given; & = joins results of further samples; [ ] = dose if it differs, or a comment. Unless noted, calls follow the shape of the dose curve; as a rule, active = well fitted curve in the direction sought with a large enough effect; inconclusive = small, poorly fitted or top-dose-only effect, or another doubt; inactive = no such curve, though single readings can be large; an effect the other way counts as inactive or inconclusive. This is a subset; count on the stated rates, not on these rows.

Results follow in this order: JMJD2A Tudor, GLS inhibitor, ALOX12 inh, ERG Ets-DNA blk, BAZ2B block, PI4K2A block, HP1b chromo inh, RGS4 inhibitor, G9a block
Cc1ccc(CNC(=O)CNC(=O)[C@@H]2Cc3ccccc3CN2C(=O)OC(C)(C)C)cc1
  -14.5%, 0.1%, 1.2%, 3.2%, -5.1%[57.1 µM], -1.4, 38.9%, -18.6%, -8.8%
NC1=NN=C(N2N=C(c3ccco3)CC2(O)C(F)(F)F)n2ncnc2C1 (stereo not drawn)
  -30.1%, 5.4%, 10.8%, 1.9%, 79.4µM*, -14.8, 17.0%, 0.8%, -39.9%
CCn1ncc(S(=O)(=O)N2CCN(c3cccc(OC)c3)CC2)c1C
  -5.5%, -3.3%, -17.0%, 8.2%, 0.6%, -3.4, 27.6%, 3.5%, 20.2%
COC(=O)c1c(SC)nc2ccccc2c1OCc1cc(C)ccc1C
  107.8%[activator], -4.1%, 0.5%, 5.0%, 281.5%[activator], -3.1, 196.9%[activator], -7.4%, 169.3%[activator][59 µM]
Cc1ccc(NC(=O)CCC(=O)NNC(=S)Nc2ccccc2)c(C)c1
  -3.6%, -25.8%, -5.9%, 2.0%, -36.5%, 2.9, 47.2%[activator], -21.9%, ·
CC(C)[C@H](NC(=O)c1ccc([N+](=O)[O-])cc1Cl)C(=O)N1CCN(C/C=C/c2ccccc2)CC1
  ?, 2.3%, -10.4%, 12.2%, ·, -11.0, -23.1%, -6.0%, ·
Cc1ccccc1Cn1c(-c2cccs2)nc2ccccc21
  -4.0%, 0.2%, -12.4%, -1.5%, 5.7%, -3.6, 16.8%, -1.4%, 8.2%[59 µM]
CN(c1ccc(C(=O)N/N=C/c2cccc([N+](=O)[O-])c2)cc1)S(=O)(=O)c1ccccc1
  -11.4%, -3.6%, -3.6%, 10.3%, -13.2%, -0.9, 28.3%, -10.3%, -34.1%
COc1ccc(OCC(=O)NNC(=O)C(=O)Nc2ccccc2)cc1
  -3.4%, 7.2%, 1.5%, -1.6%, ·, -3.0, 27.2%, -1.9%, ·
O=C1N[C@H](Cc2ccccc2)COC(=O)[C@H](Cc2ccc(F)cc2)C/C=C\C[C@@H]1CC(=O)N(CCO)Cc1ccccc1
  -21.8%, 1.4%, ?, 1.4%, ·, -0.6, 16.7%, -25.6%, ·

(next part)
Results follow in this order: JMJD2A Tudor, GLS inhibitor, ALOX12 inh, ERG Ets-DNA blk, BAZ2B block, PI4K2A block, HP1b chromo inh, RGS4 inhibitor, G9a block
O=S1(=O)N=C(N2CCOCC2)c2ccccc21
  -7.8%&-23.8%, 4.1%, 0.0%, 2.9%, -3.4%, -3.1, 14.7%, -27.3%, -1.6%
COc1ccc(Oc2cc(C(F)(F)F)cnc2C(N)=O)cc1
  -9.8%, 1.3%, 32.7%[activator], -9.1%, 8.3%, 4.4, 13.2%, 21.7%, 5.5%
CN(C)c1ccc(C2OC(=O)C(C)(C)C(=O)C2(C)C)cc1 (stereo not drawn)
  -11.5%, 30.9%[activator], -1.6%, -0.4%, 0.2%, -7.0, 22.7%, -0.2%, 2.9%
Cc1cccc(S(=O)(=O)c2c(N)n(/N=C/c3ccco3)c3nc4ccccc4nc23)c1
  -23.7%, -0.3%, -5.9%, 12.3%, -30.1%, 3.4, -5.1%, ?, -40.2%[59 µM]
CCOC(=O)c1cnn(C)c1NC(=O)c1ccc([N+](=O)[O-])cc1
  -8.8%, -2.8%, -5.9%, 0.7%, 3.2%, 3.2, 15.0%, -4.3%, -7.8%
Brc1ccc(-c2noc(-c3ccccn3)n2)o1
  -2.8%, 9.5%, 113.1%&8.5%[activator], -0.2%, -4.6%, -10.6, 8.9%, 10.8%, -1.0%
CCc1ccc(-c2nc(NC(=S)NC(=O)c3cccs3)sc2C)cc1
  -21.9%, -20.9%, -9.1%, -2.8%, 4.4%, -2.4, -12.4%, 11.4%, -2.8%[59 µM]
Cc1noc(C)c1COc1ccc(C(=O)Nc2ncccc2O)cc1
  2.8%, 26.3%, -15.9%, 2.9%, ?, 0.3, 16.6%, 0.9%, 12.3%[2.33 µM]
C/C(Cl)=C/Cc1c(C)[nH]c2ccc(C)cc2c1=O
  -3.6%, 1.7%, -6.4%, 4.7%, 10.3%[57.1 µM], -2.5, 32.6%[activator], -24.6%, 42.2%[activator]
CCc1cccc2c(-c3csc(=NC)n3C)c[nH]c12
  -31.3%, 18.8%, ?, -3.1%, -31.2%, -3.5, 1.5%, 9.9%, 50.1µM*

Other structures:
Results follow in this order: JMJD2A Tudor, GLS inhibitor, ALOX12 inh, ERG Ets-DNA blk, BAZ2B block, PI4K2A block, HP1b chromo inh, RGS4 inhibitor, G9a block
O=C(COC(=O)c1cc(Br)c(Br)s1)NCCC1=CCCCC1
  -0.7%, 2.3%, 2.6%, ·, -14.4%, 4.0, 40.4%[activator], -21.4%, 25.0%[59 µM]
Cn1c(CSc2ncccn2)nnc1SCC(=O)N1CCCc2ccccc21
  7.7%, 1.1%, -4.8%, -6.6%, 7.9%, 1.3, 27.4%, 5.1%, -2.5%
Cc1cccc(N2CCN(S(=O)(=O)c3ccc4oc(=O)c5ncn(C)c5c4c3)CC2)c1C
  -7.9%, -1.5%, -3.9%, -1.1%, -13.5%, 0.9, 21.3%, -7.5%, 8.5%[59 µM]
CCOc1ccc(-c2csc(/C(C#N)=C\c3ccc(O)c([N+](=O)[O-])c3)n2)cc1
  22.4µM*, -0.8%, -19.8%, 7.3%, 7.08µM*, 1.0, 35.5µM*, -36.6%, ?
O=C(O)c1ccc(-n2ccnc2)c([N+](=O)[O-])c1
  -30.9%[57.1 µM], 4.3%, -19.2%, 5.3%, ?, -2.7, 37.6%, -51.6%, 1.9%[59 µM]
COc1ccc(OCC(=O)Nc2ccc(S(=O)(=O)N3CCCC3)cc2)cc1
  -4.6%, 2.8%, -23.2%, 3.7%, -9.1%, 3.4, 4.3%, 7.3%, 4.2%
O=C(NNC(=O)c1ccccc1O)c1ccc(Cl)cc1
  -18.0%, -8.3%, 0.0%, 1.7%, 4.6%, -2.6, 34.1%[activator], 27.4%, -1.0%[12.7 µM]
COc1ccc(OC)c(NC(=O)c2cccn2-c2nnc(N3CCCCC3)s2)c1
  -34.4%, -2.3%, -4.9%, 0.9%, -32.6%, 0.7, -8.3%, -5.2%, -31.3%[59 µM]
Cc1ccc(N=c2oc3cc(O)ccc3cc2C(N)=O)cc1
  -33.9%[57.1 µM], 1.3%, -5.1%, -0.4%, -36.4%, -3.7, 26.0%, 10.0%[11.4 µM], -13.8%
Cc1cc([N+](=O)[O-])ccc1NC(=O)Nc1ccc(F)cc1F
  -13.7%[57.1 µM], -2.3%, -3.1%, -11.4%, -27.0%, 7.1, 30.2%, -20.3%, -28.3%

The list goes on.
Results follow in this order: JMJD2A Tudor, GLS inhibitor, ALOX12 inh, ERG Ets-DNA blk, BAZ2B block, PI4K2A block, HP1b chromo inh, RGS4 inhibitor, G9a block
COc1ccc(CN2CCNC(=O)C2CC(=O)N(C)Cc2ccon2)cc1OC (stereo not drawn)
  -5.0%, -1.4%, 1.2%, 0.6%, -0.4%, -5.1, 27.2%, 11.8%, -37.9%
COc1ccc(/C=N/Nc2nc(-c3ccc(Cl)cc3)cc(C(F)(F)F)n2)c(OC)c1
  -8.7%, 0.9%, 2.8%, 5.9%, 8.7%, 1.2, 17.1%, -23.4%, 13.9%
O=C(NCC(c1ccco1)N1CCN(c2ccc(F)cc2)CC1)OCc1ccccc1 (stereo not drawn)
  -34.8%, -3.2%, -21.0%, -29.4%, ?, 3.6, 3.8%, -17.2%, 14.2%[59 µM]
O=C(CSc1nncn2c1cc1sccc12)Nc1ccccc1C(F)(F)F
  -8.8%, -10.3%, -11.6%, 2.6%, ?, -0.3, 27.1%, -3.4%, ?
CCC(=O)N1CCc2cc(Br)cc(S(=O)(=O)CCC(=O)Nc3ccc(CC)cc3)c21
  -7.2%, 4.8%, -12.7%, -1.9%, 4.0%, 1.3, 18.5%, 19.7%, -25.6%[59 µM]
Cc1nc(NC(=O)c2ccc([N+](=O)[O-])cc2Cl)sc1C(=O)N(C)C
  ?, -21.8%, ?, 0.4%, -28.1%, -2.1, -22.3%, -46.5%, ?

Profiles from above.
COc1ccc(CN2CCNC(=O)C2CC(=O)N(C)Cc2ccon2)cc1OC (stereo not drawn) reads JMJD2A Tudor = -5.0%; GLS inhibitor = -1.4%; ALOX12 inh = 1.2%; ERG Ets-DNA blk = 0.6%; BAZ2B block = -0.4%; PI4K2A block = -5.1; HP1b chromo inh = 27.2%; RGS4 inhibitor = 11.8%; G9a block = -37.9%
O=C(CSc1nncn2c1cc1sccc12)Nc1ccccc1C(F)(F)F reads JMJD2A Tudor = -8.8%; GLS inhibitor = -10.3%; ALOX12 inh = -11.6%; ERG Ets-DNA blk = 2.6%; BAZ2B block = ?; PI4K2A block = -0.3; HP1b chromo inh = 27.1%; RGS4 inhibitor = -3.4%; G9a block = ?
